Screens from PubChem.
DAX1 inh-1 – blocks DAX1 repression of SF-1 activated StAR promoter; HEK293T StAR-luciferase reporter, SF-1/DAX-1 repression relief; inhibition, % at 6.8 µM; 1.1% of 370,000 active; AID 652010;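 active = inhibition above the mean over all tested compounds plus 3 SD, cut at about 3.6% in these data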;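 note: 0% = DAX-1 cells with DMSO and 100% = cells lacking DAX-1 with DMSO; higher inhibition means more luminescence from relief of DAX-1 repression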
ssDAF-12 act – activators of S. stercoralis DAF-12 nuclear receptor; activation, % at 6.8 µM; HEK293 ssDAF-12/GRIP1 lit1-tk-luc reporter, luminescence; % of 3 µM dafachronic acid response; 1% of 370,000 active; AID 652126;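 active = activation above the mean over all tested compounds plus 3 SD, cut at about 0.9% in these data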;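 note: 0% = DMSO-only wells and 100% = 3 µM delta7-dafachronic acid wells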
hgDAF12 agonist – agonists of H. glycines DAF-12 nuclear receptor; HEK293 GAL4-hgDAF12 UAS-luciferase reporter, agonist luminescence; normalized to butyrate control; activation, % at 6.8 µM; 1.8% of 370,000 active; AID 687014;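 active = activation above a cutoff set at the mean of all screened compounds plus 3 SD, cut at about 10% in these data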;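 note: 0% = DMSO wells and 100% = sodium butyrate wells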
KLK7 zymogen act – activators of human kallikrein-7 zymogen; P49862; purified proKLK7, EDANS-DABCYL substrate fluorescence; 100% is mature enzyme control, 0% vehicle; activation, % at 7 µM; 0.9% of 370,000 active; AID 652039;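 active = activation above the mean of all tested compounds plus 3 SD, computed per campaign excluding outliers beyond control limits, cut at about 13% in these data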
GC-A act – GC-A (human) enzyme activation; 0.14% of 370,000 active; activation, % at 10 µM; P16066; AID 1671463; HEK293 GC-A cells, cGMP TR-FRET, EC30 ANP; 0% at EC30 ANP, 100% saturating ANP; in the data active = activation above about 40%
Target sequence (P16066 whole entry, looked up): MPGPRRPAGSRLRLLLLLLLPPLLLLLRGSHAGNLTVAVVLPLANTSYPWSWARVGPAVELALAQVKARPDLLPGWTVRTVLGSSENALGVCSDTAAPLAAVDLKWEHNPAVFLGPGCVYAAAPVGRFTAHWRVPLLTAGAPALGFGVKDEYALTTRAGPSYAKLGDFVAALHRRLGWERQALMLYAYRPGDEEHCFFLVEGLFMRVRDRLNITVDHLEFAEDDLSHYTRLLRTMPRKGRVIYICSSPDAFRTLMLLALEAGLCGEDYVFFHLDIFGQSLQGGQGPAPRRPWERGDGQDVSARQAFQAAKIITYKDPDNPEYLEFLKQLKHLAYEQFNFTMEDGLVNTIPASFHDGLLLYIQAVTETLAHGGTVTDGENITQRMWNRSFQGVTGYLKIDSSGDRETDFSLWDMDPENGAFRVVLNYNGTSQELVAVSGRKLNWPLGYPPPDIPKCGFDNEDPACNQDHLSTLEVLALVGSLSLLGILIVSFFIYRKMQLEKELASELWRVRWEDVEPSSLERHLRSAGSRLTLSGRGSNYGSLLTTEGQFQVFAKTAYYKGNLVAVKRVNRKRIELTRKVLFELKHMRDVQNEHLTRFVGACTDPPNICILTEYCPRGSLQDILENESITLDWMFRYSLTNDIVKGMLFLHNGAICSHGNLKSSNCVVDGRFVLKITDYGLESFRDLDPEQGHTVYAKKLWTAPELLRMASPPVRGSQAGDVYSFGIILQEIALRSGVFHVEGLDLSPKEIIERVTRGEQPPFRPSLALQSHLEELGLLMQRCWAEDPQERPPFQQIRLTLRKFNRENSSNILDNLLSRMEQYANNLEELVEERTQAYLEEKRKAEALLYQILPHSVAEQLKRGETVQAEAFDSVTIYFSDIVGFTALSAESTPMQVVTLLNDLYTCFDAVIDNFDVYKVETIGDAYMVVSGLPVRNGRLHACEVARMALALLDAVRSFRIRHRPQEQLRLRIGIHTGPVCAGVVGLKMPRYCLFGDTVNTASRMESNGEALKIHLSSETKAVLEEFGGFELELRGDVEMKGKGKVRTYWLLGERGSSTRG
hcDAF12 agonist – activates DAF-12 receptor from parasite H. contortus | HEK293 hcDAF-12 lit1-tk-luc reporter, luminescence; 0% DMSO, 100% Δ7-dafachronic acid | activation, % at 6.8 µM | 1.4% of 370,000 active | AID 652067;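 active = activation above the mean of all tested compounds plus 3 SD, cut at about 5.5% in these data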;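 note: 100% = response to 3 µM Δ7-dafachronic acid high control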
GC-B act – GC-B (human) receptor activation; HEK293-GC-B cells, CNP EC30, cGMP TR-FRET; 0% at EC30 CNP, 100% saturating CNP; activation, % at 10 µM; 0.11% of 370,000 active; AID 1920062;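 active = activation at 10 µM reaching about 35% in either raw or pattern-adjusted values, limit read from the data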
sPLA2-III inh – Inhibits HGIII-sPLA2 liposome hydrolysis, primary screen. QFRET BODIPY PC-A2 liposome hydrolysis, fluorescence. inhibition, % at 12.2 µM. 0.56% of 370,000 active;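 active = inhibition above mean plus 3 SD of compounds lying within the high and low control bounds, cut at about 19% in these data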;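 note: 0% = median of test compound wells and 100% = no enzyme DMSO wells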
SMARCA2 activ – activators of SMARCA2 function | MG213 cells, MMTV-luciferase reporter, dexamethasone, overnight | activation, % at 9.1 µM | 1% of 370,000 active; in the data active = activation above about 7.8%;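 note: 0% = vehicle wells and 100% = reference activator wells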
DAX1 inh-2 – inhibits human nuclear receptor DAX1; P51843; HEK293 Gal4-DAX1 luciferase reporter, luminescence; inhibition, % at 6.75 µM; 0.99% of 340,000 active; AID 504766;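 active = inhibition above the mean over all tested compounds plus 3 SD, cut at about 4.2% in these data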;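 note: 0% = DAX1-transfected cells with DMSO and 100% = empty-vector control cells with DMSO; inhibition shows as a rise in luminescence from relieved DAX1 repression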
FXN GAA850 act – increases GAA850 frataxin promoter reporter activity; HEK293 lucGAA850 FXN promoter luciferase reporter, 24 h; percent of 10 µM SAHA response; activation, % at 6 µM; 0.56% of 360,000 active;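 active = activation above the average of all compounds screened plus 3 SD, cutoff fixed separately per campaign, cut at about 7.5% in these data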;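 note: 0% = DMSO wells and 100% = 10 µM SAHA wells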
Starred values were filed as active, the others as inactive; . = not tested or not shown. This is a random part of the collection, and some 6.7% of all compounds hit somewhere here.

SMILES	DAX1 inh-1	ssDAF-12 act	hgDAF12 agonist	KLK7 zymogen act	GC-A act	hcDAF12 agonist	GC-B act	sPLA2-III inh	SMARCA2 activ	DAX1 inh-2	FXN GAA850 act
C/C(=N\NC(=O)C(N)=O)c1cccc([N+](=O)[O-])c1	0.1	-1.2	6.9	0.0	-4	0.3	0	3	-1	0.8	-0.3
COc1ccccc1NC(=O)Cn1nc(-c2ccc3c(c2)OCCO3)ccc1=O	-0.3	-1.8	-4.2	-0.2	4	-2.4	3	-7	-1	0.8	2.7
COc1ccc(Cn2c(=S)[nH]c3cc(C(=O)N4CCCCC4)ccc3c2=O)cc1	-0.4	-1.7	4.4	0.0	0	2.4	-2	5	-1	-0.6	0.2
O=C(NC1CCCC1)c1cnn2c(C(F)(F)F)cc(-c3ccco3)nc12	-0.3	-0.6	3.3	2.8	1	-1.7	0	4	0	1.1	5.4
O=c1c2ccccc2c(-c2ccc(O)cc2)nn1-c1cccc(C(F)(F)F)c1	-2.2	-2.1	-3.1	-2.7	5	-4.2	9	-23	-5	-1.5	-2.0
Clc1ccc2c(N/N=C/c3cccc(Br)c3)ccnc2c1	-0.1	-1.1	2.0	-1.9	-1	3.2	-5	-6	-1	-0.9	2.4
O=C(CCN1C(=O)/C(=C/c2ccccc2Cl)SC1=S)NC1=NCCS1	0.6	0.2	-1.1	0.0	-3	-1.0	-1	-1	-3	1.7	0.0
COc1ccc(N(C)C(=O)c2cn(CC(C)C)c(=O)c3cc(OC)c(OC)cc23)c(OC)c1	-0.1	-1.4	-1.2	-0.5	-14	-1.4	-6	3	2	0.6	0.6
COCCn1c(CN2CCc3ccccc3C2)nc2c1c(=O)n(C)c(=O)n2C	0.0	-0.6	1.6	0.4	1	-2.8	2	-4	-4	-1.0	2.0
Cc1nc(NCCc2ccc(F)cc2)c(C#N)c(C)c1[N+](=O)[O-]	-0.1	-1.9	-2.3	-0.3	6	-1.5	3	1	1	0.9	2.8
Cc1ccc(F)c(NC(=O)/C(C#N)=C(\O)c2ccc(C(C)(C)C)cc2)c1	0.3	-0.1	3.8	0.2	-5	-0.5	8	-57	3	-1.9	1.1
N=c1c2c(ncn1Cc1ccco1)Oc1c(ccc3ccccc13)C2c1ccccc1 (stereo unspecified)	-0.8	-1.9	0.2	-4.2	-7	-2.4	-4	-4	-3	-0.6	-4.3
CCCc1c(-c2ccc(OC)cc2)ncn1CCc1ccccc1OC	-4.6	-2.1	-8.9	0.4	-6	-5.5	-3	18	-7	.	.
Cc1nc(SCC(=O)Nc2cccc(Cl)c2)n[nH]1	0.3	-1.7	-2.6	0.3	5	-0.8	-5	-7	0	0.7	-4.0
CCc1ccc(C(=O)Nn2cnc3ccccc3c2=O)cc1	1.0	-0.1	8.2	0.1	1	1.3	0	4	0	2.8	3.8
Cc1cccn2c(=O)c(/C=C(\C#N)S(=O)(=O)c3ccccc3)c(N3CCC(C(N)=O)CC3)nc12	-0.7	-0.7	-1.5	0.6	11	1.0	15	-7	3	0.0	-1.7
CCCn1c(N)c(C(=O)COC(=O)CNC(=O)c2ccc(C)c(C)c2)c(=O)n(C)c1=O	0.2	-1.5	-2.4	0.1	1	-0.6	-4	-1	-2	-0.2	0.1
Cc1ccc[n+](-c2nc([O-])sc2C=O)c1	0.0	-0.9	-1.9	-0.1	-3	0.2	2	-46	-1	0.1	1.1
O=C(CCN1C(=O)[C@@H]2Cc3ccccc3CN2C1=O)N[C@H](Cc1ccccc1)C(=O)O	-0.4	-1.2	-0.4	0.7	0	0.1	2	-3	1	3.7	2.2
CCN(CC)C(=O)Oc1nnc(SC(C)C)n1-c1ccc(Cl)c(Cl)c1	-0.3	-2.0	-3.6	0.1	-4	-2.0	-7	-5	-3	-1.7	-2.3
CCOC(=O)C(Cc1ccccc1)CP(=O)(OC)[C@@H](C)NC(=O)OCc1ccccc1 (stereo partly specified)	-0.7	-0.5	-1.9	0.5	1	-2.4	-4	-4	-1	.	.
Cc1nn(-c2ccc(C(=O)O)cc2)c(C)c1Oc1ccccc1O	0.8	-1.2	0.9	0.7	1	-0.5	2	-2	2	0.3	2.7
CC(Oc1ccccc1)C(=O)Nc1ccc(S(=O)(=O)N2CCOCC2)cc1 (stereo unspecified)	0.2	-0.8	-1.1	-0.3	-3	-2.4	3	9	-5	-0.5	0.6
Cc1ccc2cc(CN(CCN3CCCC3)C(=O)Nc3ccc(F)cc3)c(=O)[nH]c2c1C	0.6	-1.1	-2.9	-0.1	-1	1.2	0	-1	-4	-0.1	-2.5
OCC1(CCc2ccccc2)CCCN(C/C=C/c2ccccc2)C1 (stereo unspecified)	-0.2	-1.1	-0.7	-0.2	-25	0.3	-8	-11	-1	0.6	-0.9

Just hcDAF12 agonist, for some of the entries so far:
mol,hcDAF12 agonist
O=C(CCN1C(=O)[C@@H]2Cc3ccccc3CN2C1=O)N[C@H](Cc1ccccc1)C(=O)O,0.1
CCN(CC)C(=O)Oc1nnc(SC(C)C)n1-c1ccc(Cl)c(Cl)c1,-2.0

More compounds follow:
SMILES	DAX1 inh-1	ssDAF-12 act	hgDAF12 agonist	KLK7 zymogen act	GC-A act	hcDAF12 agonist	GC-B act	sPLA2-III inh	SMARCA2 activ	DAX1 inh-2	FXN GAA850 act
Cc1ccc(S(=O)(=O)CCC(=O)O)cc1C	-0.4	-2.1	2.9	0.2	2	-0.2	2	7	-2	0.9	1.8
S=C(NC1CCCCC1)N1CCOCCOCCN(C(=S)NC2CCCCC2)CCOCCOCC1	0.1	-0.5	-1.5	-0.1	-6	0.2	-3	13	-3	.	-2.1
Cc1ccccc1OCc1nc2ccccc2c(=O)n1/N=C/c1cn[nH]c1-c1ccc(Br)cc1	0.1	-0.9	0.7	0.7	-6	-0.2	6	-2	-1	-0.9	2.8
CCN(CC)C(=O)c1ncn2c1C(=O)NC[C@@H]2C	-0.2	-1.2	1.1	-0.1	-1	0.5	-1	11	-1	.	.
Cc1cc(C(=O)N/N=C/C=C/c2cccc([N+](=O)[O-])c2)n[nH]1	-1.6	-2.1	1.9	-0.4	-6	-1.0	-4	5	-5	-1.2	-0.5
COc1ccc(CN2C(=O)CSCC2(C)C(=O)Nc2ccc3c(c2)OCCO3)cc1 (stereo unspecified)	-0.6	-0.4	-6.0	-0.1	0	-1.9	3	6	-3	.	.
Cc1ccc(S(=O)(=O)N2OC(c3ccccc3)C[C@H]2CC=C(c2ccccc2)c2ccccc2)cc1 (stereo partly specified)	.	-1.4	-1.2	.	-1	-1.3	-3	-8	.	.	.
CC1=CN2C(=N)/C(=C/c3ccco3)C(=O)N=C2S1	4.0*	1.6*	16*	1.6	-3	10*	-1	-4	6	3.4	0.6
Cn1c(N)c(C(=O)COC(=O)CCc2nc3ccccc3s2)c(=O)n(C)c1=O	0.4	-1.2	-1.7	-0.2	2	0.6	5	0	-3	1.4	-0.9
Cc1cccc(NC(=O)N(Cc2cc3cc(C)ccc3[nH]c2=O)CC2COCCO2)c1 (stereo unspecified)	-1.0	-2.1	-5.1	0.7	-2	-1.9	-3	-9	-1	-2.2	-0.3
COc1cc(CC(=O)Nc2ccc3nc(SC)sc3c2)cc(OC)c1OC	-0.6	-1.8	0.0	1.0	0	-0.4	-5	-23	-3	0.0	2.2
CCC1C(=O)CC(c2ccco2)NC1c1ccco1 (stereo unspecified)	-0.3	-0.8	-1.1	-0.1	6	-0.4	-12	-1	1	0.9	3.2
Cc1cccc(-n2ncc3c(N4CCC(C)CC4)ncnc32)c1	7.6*	0.2	24*	0.2	-3	6.6*	-6	2	3	3.3	3.2
CN(C)/C=C/C(=O)c1cnc2sccn2c1=O	0.1	-0.5	3.2	0.0	-4	2.2	1	-1	-3	2.0	0.8
COC(=O)C[C@@H]1CC[C@@H](NS(=O)(=O)c2ccccc2OC)[C@@H](CO)O1	3.1	0.1	1.9	-0.9	0	0.8	2	10	-4	.	.
O=C1N=C(N2CCOCC2)CS1	0.6	-0.9	-0.2	-0.3	-1	-1.2	2	4	-1	1.6	-0.5
CC1CCN(S(=O)(=O)c2ccc(C(=O)Nc3ccccc3-c3nc4ccccc4[nH]3)cc2)CC1	0.2	-0.6	-0.2	-0.8	-4	2.6	6	-2	9.7*	0.8	0.8
CCOC(=O)CCc1c(C)nc(SCCCn2c(=O)[nH]c3ccccc32)c(C#N)c1C	-0.1	-1.3	0.6	0.7	3	-2.0	7	5	4	0.1	-0.3
O=C(NCCCn1ccnc1)c1ccc2c(c1)OCCO2	-0.2	-0.6	0.0	-0.1	-1	-2.5	0	1	-3	0.7	-0.2
COc1ccc(-c2cnnn2-c2ccc([N+](=O)[O-])cc2)cc1	-0.2	-0.7	-1.5	0.1	-9	-2.8	0	19	-4	0.1	2.4
COc1ccc(C(=O)N2CCSC2=S)cc1OC	0.2	-0.7	0.1	-0.3	4	0.9	-2	2	-1	-0.8	-0.5
CSc1nsc(SCC(=O)Nc2ccc(C(C)=O)cc2)n1	2.5	1.0*	14*	0.6	3	12*	-2	-13	13*	3.4	3.6
O=C(CSc1nc(-c2ccco2)cc(C(F)(F)F)n1)NCCCN1CCOCC1	0.2	-1.9	0.0	-0.4	2	-1.9	-1	4	-4	-0.5	3.5
Cc1cc(C)c(NC(=O)C2CCCN2CCO)c(C)c1 (stereo unspecified)	1.3	-1.0	-0.1	-0.5	-3	0.8	3	2	-1	1.4	-3.3
CCC(C)Oc1nc2c(c(=O)n(C)c(=O)n2C)n1C (stereo unspecified)	0.3	-1.4	4.1	0.2	6	-0.8	0	7	2	0.7	1.8

Additional compounds
SMILES	DAX1 inh-1	ssDAF-12 act	hgDAF12 agonist	KLK7 zymogen act	GC-A act	hcDAF12 agonist	GC-B act	sPLA2-III inh	SMARCA2 activ	DAX1 inh-2	FXN GAA850 act
Cc1ccccc1CSCCNC(=O)c1ccc(Cl)c(S(=O)(=O)N2CCOCC2)c1	-0.8	-1.4	-4.8	0.0	5	-3.6	-1	-14	-4	-1.8	0.9
CCCS(=O)(=O)NC(=O)C1(C)CCN(C(=O)c2oc3ccccc3c2C)C1 (stereo unspecified)	-0.8	-0.9	5.6	0.4	2	-1.1	-1	-1	0	.	2.5
O=C(CNS(=O)(=O)c1cccs1)Nc1ccc2c(c1)OCCO2	0.2	-0.5	0.6	-0.5	0	-0.3	-5	3	3	1.5	-1.4
N#Cc1ccc(C(=O)NCCCSc2ccccc2)cc1	-0.5	-0.9	-0.9	0.4	4	-0.1	2	4	-3	-0.6	0.0
O=S(=O)(c1ccc2c(c1)OCCO2)N1CCN(c2ncnc3sccc23)CC1	-3.3	-2.9	-10	0.0	-6	-4.3	-2	-8	-5	.	0.0
Cc1ccc(OCC(=O)c2c(O)c3ccccc3oc2=O)cc1C	-0.2	-1.1	-0.1	-0.3	-2	-0.5	1	-19	-1	2.8	0.3
COC(=O)Cn1c2ccc(OC)cc2c2nc(C)sc21	-0.3	-1.9	-3.7	0.2	2	-0.4	7	15	-3	1.1	0.8
COc1cc2c(cc1OC)C(c1cccc(Cl)c1)CC(=O)N2 (stereo unspecified)	-0.7	-2.0	-4.5	0.2	-20	-2.3	-9	-4	-2	0.4	1.0
CCSc1nnc(NS(=O)(=O)c2ccc(C)cc2)s1	1.3	-1.1	0.2	0.6	0	0.5	4	-21	-1	-0.9	0.4
COc1ccc(S(=O)(=O)NC2CC(C)(C)NC(C)(C)C2)cc1	-0.2	-1.2	-1.4	0.0	3	-1.8	3	5	-2	0.6	0.0
